Assay outcomes as filed in PubChem BioAssay.
AID2073: inhibitors of Mint1-CaV2.2 protein interaction, biochemical, HTRF (AID 2073); HTRF protein-protein interaction, Mint1-CaV2.2; higher % means a stronger effect; one-dose inhibition, % at 20 µM; IC50 in µM for titrated hits; 0.19% of 290,000 active; in the data active = inhibition mostly above about 51%, no sharp cut-off; also: some results filed as inactive read as strong as hits
UTI89 phage lysis: protection from phage-mediated lysis, alamar blue read-out – E. coli UTI89, K1F phage, bacterial capsule biogenesis inhibitors (AID 488966); E. coli UTI89 K1F phage lysis, alamar blue, 2 h; higher % means a stronger effect; inhibition, % at 100 µM, or IC50 in µM where a hit was titrated; 0.02% of 340,000 active;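 active = phage lysis inhibition, versus mean bacterial control, above a set limit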;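 also: capsule biogenesis inhibitors block K1F phage lysis so surviving cells raise fluorescence; higher fluorescence means more inhibition of phage lysis; actives were called in the ten point dose series up to 300 µM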
NS5 inhibitors: Dengue-2 NS5 methyltransferase inhibitors, primary screen, biochemical, confirmation dose response (AID 588689). Dengue-2 NS5 methyltransferase capping enzyme assay, biochemical; higher % means a stronger effect. inhibition, % at 25 µM; hits with a dose series show IC50 in µM. 0.3% of 340,000 active; in the data active = a potency from the dose series
GPR55 activation: selective activators of receptor GPR55 – imaging, U2OS cells, beta-arrestin-GFP redistribution, primary screen (AID 1961) | U2OS GPR55 beta-arrestin-GFP redistribution imaging; higher % means a stronger effect | one-dose activation, % at 10 µM; EC50 in µM for titrated hits | 0.048% of 290,000 active;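 active = activation above 40% with more than 50 cells counted in the well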;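 also: U2OS osteosarcoma cells stably expressing GPR55 and beta-arrestin-GFP; plate controls were DMSO negative control for no effect and LPI positive control for full effect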
NTR1 ag: NTR1-driven beta-arrestin-GFP spot formation – imaging, U2OS cells, high content, primary screen (AID 493036); P30989; agonist mode; activation, % at 20 µM; 0.17% of 330,000 active;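 active = activation at or above 40% of the spot to cytoplasm intensity ratio, with at least 20 cells analyzed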;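 also: 0% = DMSO without peptide and 100% = 100 nM NTR1 peptide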
Target sequence (P30989 whole entry, looked up): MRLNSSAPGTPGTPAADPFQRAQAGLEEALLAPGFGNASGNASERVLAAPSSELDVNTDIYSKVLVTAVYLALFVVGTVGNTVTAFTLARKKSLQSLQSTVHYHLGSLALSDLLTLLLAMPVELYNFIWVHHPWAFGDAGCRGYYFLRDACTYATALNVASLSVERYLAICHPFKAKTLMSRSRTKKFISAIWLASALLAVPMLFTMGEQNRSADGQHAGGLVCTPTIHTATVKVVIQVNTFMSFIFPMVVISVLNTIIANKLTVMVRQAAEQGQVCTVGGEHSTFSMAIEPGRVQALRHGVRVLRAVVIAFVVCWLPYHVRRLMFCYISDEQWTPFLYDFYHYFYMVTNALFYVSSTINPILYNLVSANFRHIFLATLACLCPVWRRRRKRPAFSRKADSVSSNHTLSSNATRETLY
GPR55 antagonists: GPR55 antagonists blocking LPI-driven arrestin recruitment, primary screen, imaging, U2OS, beta-arrestin-GFP, LPI agonist (AID 2013); inhibition, % at 10 µM; hits with a dose series show IC50 in µM; 0.13% of 290,000 active; U2OS GPR55 beta-arrestin-GFP translocation imaging, LPI antagonism; higher % means a stronger effect;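 active = spots per cell inhibited over 60%, with over 100 cells counted and total cytoplasm intensity under 500,000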;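 also: U2OS cells stably carrying GPR55 and arrestin-GFP stimulated by 5 µM LPI near EC80; imaged beta-arrestin-GFP aggregate spots per cell after agonist stimulation; plate controls were LPI-stimulated DMSO wells for no effect and DMSO wells without LPI for full effect; some results filed as inactive read as strong as hits; confirmed hits need IC50 under 10 µM and bright autofluorescent wells are also inconclusive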
HIV peptide binding: cell-free HIV fusion peptide-binding blockers – biochemical, uHTS, fluorescence dequenching, primary screen (AID 1986) | 0.3% of 290,000 active | one-dose inhibition, % at 20 µM; IC50 in µM for titrated hits | cell-free peptide binding, fluorescence dequenching, 30 min; higher % means a stronger effect; in the data active = inhibition mostly above about 52%, no sharp cut-off; inactive = mostly below about 76%; also: some results filed as inactive read as strong as hits
GPR35 antagonists: inhibition of zaprinast-stimulated GPR35 beta-arrestin translocation – imaging, U2OS, beta-arrestin-GFP, zaprinast agonist, primary screen (AID 2058). U2OS GPR35 beta-arrestin-GFP translocation imaging, zaprinast antagonism; higher % means a stronger effect. one-dose inhibition, % at 10 µM; IC50 in µM for titrated hits. 0.052% of 290,000 active;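 active = inhibition of at least 50% with at least 30 cells and total cytoplasm GFP at most 10,000,000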
Siah-1 displacement: blockers of Siah-1 interaction with plectin peptide – biochemical, fluorescence polarization, rhodamine-plectin, uHTS, primary screen (AID 1817); 0.02% of 290,000 active; displacement, % at 20 µM; hits with a dose series show IC50 in µM; Siah-1 / rhodamine-plectin peptide fluorescence polarization; higher % means a stronger effect;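 active = displacement of at least 50% at 20 µM, with a fluorescence ratio check between 0.3 and a set limit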;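 also: plate controls were Siah plus tracer with DMSO for no effect and tracer alone without Siah for full effect; strong numbers were not always called active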
NTR1 ag cell count 20 µM: recorded beside NTR1 ag, whose call it bears; cell count; measured here: cell count, cytotoxicity flag
NS5 inhibitors pilot replicate: further read-out of NS5 inhibitors, marked with its call; inhibition, %; measured here: pilot screen replicate inhibition
* marks the source's active call; other numbers are inactive results; . = no result given; [ ] = another dose, or the depositor's remark.

SMILES	AID2073	UTI89 phage lysis	NS5 inhibitors	GPR55 activation	NTR1 ag	NTR1 ag cell count 20 µM	GPR55 antagonists	HIV peptide binding	GPR35 antagonists	Siah-1 displacement	others
CCn1c(CNC(=O)c2cccs2)nnc1SCC(=O)Nc1cc(Cl)ccc1C	5.2%	-0.9%	-2.0%	-0.1%	1.8	77	2.9%	-1.8%	-7.7%	-3.4%
Nc1nc(Nc2ccccc2)nc(C(F)(F)F)n1	9.6%	0.7%	.	-0.1%	-1.0	63	-9.2%	0.9%	-2.7%	-2.3%
CCCn1nnc(NC(=O)/C=C/c2ccccc2)n1	-7.6%	0.1%	0.0%	-0.3%	0.7	62	14.2%	0.9%	-17.0%	6.2%
O=C(CCn1c(=O)[nH]c2ccsc2c1=O)N1CCN(c2ccc([N+](=O)[O-])cc2)CC1	2.2%	0.0%	-5.0%	-0.1%	0.4	47	0.7%	0.5%	0.2%	-3.9%
CC1(c2ccc(OCC#N)cc2)C=C(c2ccc(OCC#N)cc2)n2nc(C(F)(F)F)nc2N1 (stereo unspecified)	6.1%	0.2%	-4.5%	0.6%	-0.2	80	43.1%	-0.2%	-9.5%	3.5%
O=C(NCc1ccccc1)C1CCCN(c2cnccn2)C1 (stereo unspecified)	7.5%	4.3%	6.3%	-0.1%	0.1	55	3.5%	-0.2%	0.1%	2.7%
O=C(Nc1ccc(Cc2ccncc2)cc1)C1CCC(N2C(=O)C3C4C=CC(C4)C3C2=O)CC1 (stereo unspecified)	-3.5%	2.1%	-4.8%	-0.1%	1.7	53	-13.6%	0.2%	6.7%	5.2%
O=C(c1ccccc1Oc1ccccc1)N1CCN(c2ccccc2)CC1	13.3%	0.1%	-5.5%	-0.2%	1.4	47	-2.1%	0.6%	2.7%	0.8%
COC(=O)c1ccc(CN2CCC(Oc3ccc(C(=O)N4CCCCC4)cc3)CC2)cc1	0.0%	1.0%[50 µM]	-5.8%	0.2%	1.5	74	1.9%	1.7%	-9.5%	2.8%
Cc1noc(C)c1COc1ccc(C(=O)OCC(=O)NC23CC4CC(CC(C4)C2)C3)cc1	-0.5%	1.5%	1.1%	0.0%	4.9	34	45.0%	-0.7%	-0.8%	-2.7%
Cc1nc2ccccc2n1CCCOc1ccccc1	-1.8%	6.2%	-6.4%	-0.2%	-4.4	62	15.5%	-0.8%	6.4%	4.7%
Cc1cc(C)c(C(=O)CN2C(=O)NC3(CCCCC3)C2=O)cc1C	20.4%	0.1%	-0.8%	-0.4%	2.4	50	12.8%	0.9%	8.8%	6.1%
COC(=O)c1ccc(C2/C(=C(/O)c3ccc4c(c3)CC(C)O4)C(=O)C(=O)N2Cc2cccnc2)cc1 (stereo unspecified)	33.0%	0.1%	-7.9%	-0.1%	1.9	77	-4.7%	1.9%	1.0%	4.3%
CC1CN(c2nnc(NC(=O)c3ccccc3)s2)CC(C)O1 (stereo unspecified)	0.3%	-0.2%	-2.3%	-0.8%	0.9	43	12.7%	0.6%	5.9%	5.2%
Cc1cc(C)c(C)c(S(=O)(=O)NCCCN2CCOCC2)c1C	0.6%	.	.	0.6%	0.9	57	3.6%	-0.5%	7.6%	2.3%
CS(=O)(=O)N1CCC(C(=O)Nc2ccccc2Cl)CC1	-2.4%	-2.3%	-1.6%	0.4%	-0.2	66	1.7%	0.7%	-10.3%	0.8%
CCCCNS(=O)(=O)c1ccc2nc(-c3cccnc3)cc(C(=O)NC(C)C)c2c1	1.4%	0.3%	0.0%	0.2%	-0.3	57	-6.7%	2.7%	1.2%	7.1%
CN(N)C(=S)Nc1ccc(Cl)cc1	-3.8%	-2.2%	-5.9%	-0.2%	-0.9	59	-7.3%	-1.1%	-4.3%	2.9%
COc1ccc2c(c1)c1ncn(CCN3CCCC3)c(=O)c1n2C	13.9%	-0.1%	0.0%	-0.2%	2.5	89	19.5%	2.6%	2.7%	-0.3%	NS5 inhibitors pilot replicate=-3.0
Cc1cc(S(=O)(=O)N2CCCC2)ccc1OCC(=O)Nc1ccccc1	7.8%	1.4%	-2.6%	-0.1%	-1.5	54	-0.3%	0.1%	3.8%	0.5%
CC12CC(NC(=O)N1CCc1ccccc1)c1cc(Cl)ccc1O2 (stereo unspecified)	-9.0%	0.8%	-6.1%	0.4%	9.9	48	1.6%	-0.8%	-12.9%	0.0%
O=C1CC(C(F)(F)C(F)(F)C(F)(F)C(F)(F)F)=Nc2ccccc2N1	15.0%	-0.1%	0.0%	0.0%	0.6	61	19.5%	4.1%	17.4%	-0.5%
Cc1cccc(Oc2cnn(C(C)(C)C)c(=O)c2Cl)c1	32.5%	0.1%	-4.5%	0.9%	2.6	66	-2.0%	2.1%	2.1%	1.8%
CCOc1cc(NCCN2CCOCC2)c([N+](=O)[O-])cc1OCC	16.3%	-0.2%	-1.7%	-0.2%	1.2	37	5.9%	-1.8%	-4.3%	-1.1%
Cc1ccc(C(=O)O)cc1NC(=S)NCCc1ccccc1	1.0%	1.0%[50 µM]	-5.8%	0.2%	-0.7	70	-0.2%	-0.2%	1.7%	0.1%
COc1cc(/C=C2\SC(=S)N(c3cccnc3)C2=O)ccc1O	4.4µM*	0.1%	0.8%	-1.1%	0.5	66	2.9%	-0.4%	0.9%	12.0%
Cc1cc(N2CCN(C)CC2)nc2ccc(NC(=O)CCC(=O)NCCc3ccc(Cl)cc3)cc12	13.5%	0.1%	-7.2%	-0.1%	-0.1	91	-1.5%	-0.2%	-4.2%	-4.2%
COc1ccc(OCC(=O)Nc2cc(C)c(Cl)cc2OC)c([N+](=O)[O-])c1	3.9%	3.7%	7.4%	0.6%	-1.8	59	4.3%	2.1%	8.3%	-2.1%
O=S(=O)(c1ccc(OCC(O)CN2CCN(c3ccccc3)CC2)cc1)N1CCOCC1 (stereo unspecified)	39.6%	0.3%	0.0%	-0.2%	-0.5	45	9.9%	2.3%	-0.8%	7.1%
CSc1ncccc1C(=O)Nc1nc2ccc(S(C)(=O)=O)cc2s1	26.2%	0.2%	-3.0%	-0.4%	-0.1	70	3.3%	-0.3%	-3.9%	-1.7%
O=C(NCCN1CCOCC1)Nc1ccc(Cl)cc1Cl	-0.1%	4.2%	6.2%	-0.1%	-1.7	47	3.3%	1.3%	-7.4%	0.3%
O=C(CC1S/C(=N/N=C/c2c[nH]c3ccccc23)NC1=O)Nc1ccccc1 (stereo unspecified)	16.0%	5.0%	-2.9%	-0.3%	0.3	47	9.2%	-0.9%	.	0.3%
CCOC(=O)NNC1CC(=O)N(c2ccc(OC)cc2)C1=O (stereo unspecified)	-3.9%	8.0%	-4.9%	-0.2%	0.4	45	15.2%	-3.8%	-5.2%	2.7%
CON(C)S(=O)(=O)c1cccc(C(=O)NC2CCSc3ccccc32)c1 (stereo unspecified)	7.6%	0.7%	-11.4%	-0.3%	0.4	54	-4.1%	1.4%	1.9%	6.7%
CC(=O)NS(=O)(=O)c1ccc(NC(=O)NC2CCCCC2)cc1	-3.2%	0.5%	0.7%	-0.1%	0.1	76	-2.5%	0.3%	3.5%	-2.7%	NS5 inhibitors pilot replicate=0.9
Cc1ccc(-c2nc(=S)c3c(n2CC2CCCO2)CC(C)(C)OC3)cc1 (stereo unspecified)	25.0%	-1.5%	-3.2%	-0.1%	1.6	57	-17.3%	-0.7%	-3.0%	-2.8%
COc1ccc2[nH]cc(C(=O)CN3CCN(C/C=C/c4ccccc4)CC3)c2c1	17.4%	.	.	-0.1%	.	.	-0.2%	-1.3%	-9.4%	-6.9%
NC(=S)NC(=O)c1ccccc1	-11.1%	0.4%	-0.7%	0.0%	-0.2	86	10.3%	0.9%	4.1%	3.5%
COc1ccccc1NC(=S)N(CCCN1CCOCC1)Cc1ccccn1	4.1%	2.2%	5.8%	-0.2%	4.7	69	0.6%	-0.7%	-2.7%	-3.6%
CCC(C)(C)n1nnnc1C(c1cc2cc(C)ccc2[nH]c1=O)N1CCCC1 (stereo unspecified)	35.7%	0.5%	2.7%	-0.1%	0.2	78	3.0%	5.6%	12.6%	0.3%
COC(CCN(C)C)(c1ccccc1)c1ccccc1	-5.4%	3.1%	-2.1%	0.1%	-1.1	27	2.1%	0.6%	0.4%	0.1%
CC(C)CC(=O)N1CCN(c2ccc(NC(=O)c3ccco3)cc2)CC1	3.3%	1.8%[50 µM]	-3.9%	0.0%	-0.3	62	10.6%	0.9%	1.4%	13.4%
CO/N=C/c1cccn1-c1nccc(N(C)C)c1C#N	3.2%	.	.	0.3%	0.6	50	-4.9%	-0.4%	-6.5%	3.6%
CC(C)OCCCNC(=O)c1cc(Sc2ccc(F)cc2)nc2ccccc12	11.0%	1.5%[50 µM]	3.2%	-0.3%	6.6	41	12.3%	-1.2%	3.8%	8.0%
O=C(O)COc1ccccc1/C=N/NC(=O)CSc1nc2ccccc2n1Cc1ccc(Cl)cc1	15.8%	-0.6%	4.0%	-0.2%	1.5	65	-9.0%	46.7%	4.1%	-1.1%
O=C(COc1cccc2cccnc12)NNC(=O)Nc1ccccc1	4.5%	0.0%	-11.6%	0.2%	0.4	43	-0.6%	-0.4%	-9.9%	-3.5%
O=C(NCCCN1CCc2ccccc2C1)C1CCN(c2nnc(-n3cccc3)s2)CC1	1.6%	5.0%	-4.4%	0.3%	0.9	60	7.3%	-5.7%	-12.1%	-4.6%
CCn1c(SCC(=O)NCCc2ccc(Cl)cc2)nnc1-c1cccs1	-1.0%	-0.3%	0.8%	-0.2%	1.0	63	7.4%	-1.1%	-23.4%	0.4%
O=C1CC[C@@H](CN(Cc2ccccn2)Cc2nc(Cc3ccccc3)no2)N1	3.7%	-0.1%	9.0%	0.1%	-0.5	51	12.1%	-0.1%	-8.3%	-0.2%
COc1cccc(NS(=O)(=O)CC23CCC(CC2=O)C3(C)C)c1 (stereo unspecified)	-2.7%	4.0%	-0.8%	0.5%	-3.6	84	0.6%	-2.9%	-10.4%	-4.9%
COCCOC(=O)C1=C(C)N(Cc2ccccc2)C(=O)NC1c1cccc(OC)c1OC (stereo unspecified)	0.2%	-0.2%	1.3%	-0.2%	1.5	58	6.4%	-1.4%	3.5%	-3.0%
Cc1cccc(Nc2nc(-c3ccncc3)cs2)c1	9.4%	0.0%	-7.0%	0.1%	4.4	41	11.2%	1.3%	-3.2%	6.4%
O=C(Nc1ccc(F)cc1)C1CCCN(S(=O)(=O)c2ccc3[nH]c(=O)ccc3c2)C1 (stereo unspecified)	10.9%	4.5%	-0.7%	-0.3%	1.2	50	-9.4%	-0.4%	6.1%	11.2%
COCC(C)OC(=O)c1c(N)n(CCCN2CCOCC2)c2nc3ccccc3nc12 (stereo unspecified)	25.4%	0.0%	-1.6%	-0.3%	-1.0	68	-2.7%	0.5%	-1.9%	-3.4%
